TcdB GH inh: blocks C. difficile toxin B glycohydrolase activity; P18177; TcdB glycohydrolase enzymatic assay, plate reader; inhibition, % at 9.99 µM; actives 0.24% (n = 350,000); AID 652162; in the data active means inhibition above about 10%
Target sequence (P18177 whole entry, looked up): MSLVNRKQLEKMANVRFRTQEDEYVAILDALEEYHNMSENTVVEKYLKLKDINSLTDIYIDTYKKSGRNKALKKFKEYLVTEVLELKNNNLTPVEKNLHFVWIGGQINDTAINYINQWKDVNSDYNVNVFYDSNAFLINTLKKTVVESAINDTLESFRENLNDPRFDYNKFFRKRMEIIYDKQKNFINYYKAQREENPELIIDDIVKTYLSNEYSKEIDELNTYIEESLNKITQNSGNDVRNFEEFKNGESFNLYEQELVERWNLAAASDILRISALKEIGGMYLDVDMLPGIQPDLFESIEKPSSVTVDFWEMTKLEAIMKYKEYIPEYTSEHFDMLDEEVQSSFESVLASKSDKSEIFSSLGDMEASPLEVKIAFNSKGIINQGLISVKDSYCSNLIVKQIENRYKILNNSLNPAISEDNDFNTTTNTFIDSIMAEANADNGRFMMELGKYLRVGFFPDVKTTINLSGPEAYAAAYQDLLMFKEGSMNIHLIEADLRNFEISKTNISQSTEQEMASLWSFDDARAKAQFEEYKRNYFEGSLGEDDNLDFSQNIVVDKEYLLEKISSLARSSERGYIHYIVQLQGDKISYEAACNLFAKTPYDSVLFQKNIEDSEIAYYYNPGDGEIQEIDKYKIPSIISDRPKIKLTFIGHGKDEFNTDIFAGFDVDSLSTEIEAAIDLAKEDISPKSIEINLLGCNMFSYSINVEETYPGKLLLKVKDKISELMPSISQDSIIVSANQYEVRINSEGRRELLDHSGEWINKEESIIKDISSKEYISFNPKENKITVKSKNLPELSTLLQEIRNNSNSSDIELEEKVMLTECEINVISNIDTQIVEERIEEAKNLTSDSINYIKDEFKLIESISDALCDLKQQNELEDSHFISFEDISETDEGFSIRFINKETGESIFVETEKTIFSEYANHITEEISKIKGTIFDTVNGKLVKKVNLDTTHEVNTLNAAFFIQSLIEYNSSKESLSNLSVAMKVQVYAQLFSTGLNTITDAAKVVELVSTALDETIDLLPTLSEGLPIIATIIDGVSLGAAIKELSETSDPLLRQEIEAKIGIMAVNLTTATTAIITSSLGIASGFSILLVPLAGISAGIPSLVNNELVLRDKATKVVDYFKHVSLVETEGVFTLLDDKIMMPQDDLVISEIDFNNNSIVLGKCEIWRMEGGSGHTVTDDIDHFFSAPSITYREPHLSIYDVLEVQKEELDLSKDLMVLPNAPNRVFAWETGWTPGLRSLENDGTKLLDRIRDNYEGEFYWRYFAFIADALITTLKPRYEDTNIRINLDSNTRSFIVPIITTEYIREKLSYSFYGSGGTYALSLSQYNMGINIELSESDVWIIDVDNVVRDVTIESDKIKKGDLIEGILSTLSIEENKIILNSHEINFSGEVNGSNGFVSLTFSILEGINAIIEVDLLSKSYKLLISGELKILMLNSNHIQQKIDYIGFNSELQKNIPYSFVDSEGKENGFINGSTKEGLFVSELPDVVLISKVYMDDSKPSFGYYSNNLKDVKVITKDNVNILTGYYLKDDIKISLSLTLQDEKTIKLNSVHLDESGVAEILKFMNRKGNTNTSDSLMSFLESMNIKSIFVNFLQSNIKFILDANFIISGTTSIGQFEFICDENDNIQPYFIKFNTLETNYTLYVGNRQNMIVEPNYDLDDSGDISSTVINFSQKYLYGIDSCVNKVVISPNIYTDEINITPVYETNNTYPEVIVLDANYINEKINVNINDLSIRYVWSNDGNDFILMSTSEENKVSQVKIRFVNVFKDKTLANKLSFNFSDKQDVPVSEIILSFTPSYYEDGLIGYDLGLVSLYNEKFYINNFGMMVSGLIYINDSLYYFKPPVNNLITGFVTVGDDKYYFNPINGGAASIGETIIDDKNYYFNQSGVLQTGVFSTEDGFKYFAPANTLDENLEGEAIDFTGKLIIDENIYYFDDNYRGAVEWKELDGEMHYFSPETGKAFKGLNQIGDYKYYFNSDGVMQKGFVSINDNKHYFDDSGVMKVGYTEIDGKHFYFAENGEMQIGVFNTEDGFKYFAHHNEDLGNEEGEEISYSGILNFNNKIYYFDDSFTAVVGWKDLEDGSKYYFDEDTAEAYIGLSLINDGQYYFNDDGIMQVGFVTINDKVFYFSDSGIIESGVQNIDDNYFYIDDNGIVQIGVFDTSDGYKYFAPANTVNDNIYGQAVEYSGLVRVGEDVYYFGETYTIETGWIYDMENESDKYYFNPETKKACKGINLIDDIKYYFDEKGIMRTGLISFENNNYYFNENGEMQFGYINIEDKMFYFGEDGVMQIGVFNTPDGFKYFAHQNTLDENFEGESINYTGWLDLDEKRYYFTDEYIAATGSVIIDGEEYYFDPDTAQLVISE
An asterisk follows results filed as active.

SMILES	TcdB GH inh
CN(C)C(=O)C[C@H]1C=C[C@@H](NC(=O)NC2CCCC2)[C@H](CO)O1	-0.8
COCC(=O)N(C)C[C@@H]1Oc2ncc(-c3ccc(C#N)cc3)cc2C(=O)N([C@@H](C)CO)C[C@@H]1C	-1.3
O=C(C1CCC1)N1CCCCN2[C@H](C1)[C@H](c1ccc(C#CC3CCCC3)cc1)[C@@H]2CO	0.5
O=C(C[C@H]1CC[C@@H](NC(=O)Nc2cccc(F)c2)[C@H](CO)O1)NCC1CCCCC1	-0.1
COCC(=O)N1[C@@H](C#N)[C@@H](c2ccc(C#CCC3CCCC3)cc2)[C@@H]1CO	0.6
Cc1noc(C)c1S(=O)(=O)Nc1ccc2c(c1)C(=O)N([C@@H](C)CO)C[C@H](C)[C@@H](CN(C)C(=O)Nc1ccc(C(F)(F)F)cc1)OCCCC[C@H](C)O2	-0.4
CN1[C@@H]2Cn3c(ccc(-c4ccccc4)c3=O)[C@H]1[C@@H](C(=O)NCC1CCCCC1)[C@@H]2CO	0.2
C[C@H](CO)N1C[C@H](C)[C@H](CN(C)Cc2ccc(C(=O)Nc3ccccc3N)cc2)Oc2c(NS(=O)(=O)c3ccc(Cl)cc3)cccc2C1=O	-0.8
O=S(=O)(N[C@@H]1CC[C@@H](CCn2cc(C3CC3)nn2)O[C@@H]1CO)c1ccc(Cl)cc1	1.8
C[C@H](CO)N1C[C@H](C)[C@H](CN(C)Cc2ccc3c(c2)OCO3)Oc2ccc(NC(=O)Cn3cnnn3)cc2C1=O	0.8
COc1cccc(C(=O)Nc2ccc3c(c2)OC[C@@H](C)N(CC2CC2)C[C@H](C)[C@H](OC)CN(C)C3=O)c1	-0.1
C[C@@H]1CN([C@H](C)CO)C(=O)c2cc(NC(=O)C3CCCCC3)ccc2O[C@@H](C)CCCCO[C@@H]1CN(C)S(=O)(=O)c1ccccc1	0.8
C[C@H]1CN([C@@H](C)CO)S(=O)(=O)c2ccc(C#Cc3ccccc3)cc2O[C@H]1CN(C)C(=O)Nc1ccc2c(c1)OCO2	-0.2
COc1cccc(-c2cnc3c(c2)C(=O)N([C@H](C)CO)C[C@H](C)[C@@H](CN(C)C(=O)CN(C)C)O3)c1	0.5
CCC(=O)Nc1ccc2c(c1)C(=O)N(C)[C@H]1CC[C@H](CC(=O)NCCc3ccccc3)O[C@@H]1CO2	-6.7
C[C@@H]1CN([C@H](C)CO)C(=O)c2cc(/C=C/c3ccccc3)cnc2O[C@@H]1CN(C)S(C)(=O)=O	2.1
CCCNC(=O)N1CC2(CCN(Cc3cccc(F)c3)CC2)c2c([nH]c3cc(OC)ccc23)[C@H]1CO	3.1
CC(C)NC(=O)N(C)C[C@@H]1Oc2ccc(NC(=O)NC3CCCCC3)cc2C(=O)N([C@@H](C)CO)C[C@@H]1C	0.8
O=C(C[C@@H]1C[C@@H]2c3cc(NC(=O)NC4CCCCC4)ccc3O[C@@H]2[C@H](CO)O1)NCc1ccccn1	-1.2
CO[C@H]1CN(C)C(=O)c2cc(NC(=O)Nc3cc(F)ccc3F)ccc2OC[C@H](C)N(C(=O)c2cnccn2)C[C@H]1C	-0.3
COCC(=O)N1[C@@H]2c3cccc(=O)n3C[C@@H]2[C@@H](CO)[C@@H]1C(=O)NCc1ccccc1	-0.5
CO[C@H]1CN(C)C(=O)c2ccc(NC(=O)C3CC3)cc2OC[C@@H](C)N(C(=O)c2ccccc2F)C[C@@H]1C	0.1
C[C@@H]1CN([C@H](C)CO)C(=O)Cc2cc(NS(=O)(=O)c3ccc(F)cc3)ccc2O[C@H]1CN(C)Cc1ccccc1	1.1
COc1cccc(-c2ccc3c(c2)[C@H]2[C@H](CCN2C(=O)Nc2ccccc2OC)[C@@H](CO)N3C)c1	0.7
O=C(N[C@@H]1CC[C@@H](CCNS(=O)(=O)c2cccc(Cl)c2)O[C@H]1CO)c1ccccc1	0.2
COc1ccc(C#Cc2ccc3c(c2)O[C@H](CN(C)C(=O)CN2CCOCC2)[C@H](C)CN([C@@H](C)CO)S3(=O)=O)cc1	0.8
C[C@@H]1CN([C@@H](C)CO)C(=O)c2cc(C#C[C@@H](C)O)cnc2O[C@@H]1CN(C)Cc1cccc(F)c1	-0.9
CC(C)CC#Cc1cnc2c(c1)C(=O)N([C@H](C)CO)C[C@@H](C)[C@@H](CN(C)Cc1ccc(F)cc1)O2	1.1
CN(C)C(=O)C[C@H]1CC[C@H]2[C@@H](COC[C@H](O)CN2CC2CC2)O1	-1.8
CO[C@@H]1CN(C)C(=O)c2ccc(NC(=O)Nc3ccccc3)cc2OC[C@H](C)NC[C@@H]1C	-0.2
COc1ccccc1NC(=O)N[C@@H]1CC[C@H](CC(=O)N2CCC(Cc3ccccc3)CC2)O[C@@H]1CO	-2.6
C[C@@H]1CN([C@@H](C)CO)C(=O)c2cc(NC(=O)c3ccncc3)ccc2O[C@@H](C)CCCCO[C@H]1CN(C)C	1.1
O=C(NCC[C@@H]1CC[C@H](NS(=O)(=O)c2ccc(F)cc2)[C@@H](CO)O1)c1ccc2c(c1)OCO2	1.0
C[C@H](CO)N1C[C@H](C)[C@H](CN(C)Cc2ccc(C(=O)O)cc2)OCc2ccccc2-c2ccccc2C1=O	-1.1
COc1ccc(NC(=O)Nc2ccc3c(c2)C(=O)N([C@@H](C)CO)C[C@H](C)[C@@H](CN(C)C)O3)cc1	0.4
C[C@@H]1CN([C@@H](C)CO)C(=O)c2cccc(NS(=O)(=O)c3cccs3)c2O[C@@H]1CN(C)S(=O)(=O)c1ccc(Cl)cc1	0.5
C[C@@H]1CCCCO[C@@H](CN(C)C(=O)CCCN(C)C)[C@H](C)CN([C@@H](C)CO)C(=O)c2cc(NC(=O)C3CCCCC3)ccc2O1	0.0
O=C(N[C@@H]1CC[C@@H](CCNS(=O)(=O)c2ccc(Cl)cc2)O[C@@H]1CO)c1cccc(F)c1	1.3
C[C@H](CO)N1C[C@H](C)[C@H](CN(C)Cc2ccc(Cl)c(Cl)c2)Oc2ccc(NC(=O)Cc3cn(C)c4ccccc34)cc2C1=O	-0.1
O=C(C[C@H]1C=C[C@H](NS(=O)(=O)c2ccc(F)cc2)[C@@H](CO)O1)N1CCC(Cc2ccccc2)CC1	-2.5
C[C@@H]1CN([C@@H](C)CO)C(=O)c2cccc(NS(=O)(=O)c3ccc(Cl)cc3)c2O[C@@H]1CN(C)Cc1ccc(Cl)c(Cl)c1	1.9
CN(C)C(=O)C[C@H]1C[C@@H]2c3cc(NC(=O)c4ccc5c(c4)OCO5)ccc3O[C@@H]2[C@H](CO)O1	1.4
C[C@H]1CN([C@@H](C)CO)C(=O)Cc2cc(NC(=O)Nc3cccc4ccccc34)ccc2O[C@@H]1CN(C)Cc1ccc(Cl)c(Cl)c1	-0.7
C[C@H]1CN([C@@H](C)CO)C(=O)c2cccc(NC(=O)c3ccc(-c4nccs4)cc3)c2O[C@@H]1CN(C)S(=O)(=O)c1ccccc1	1.2
O=C(C[C@@H]1CC[C@@H]2[C@H](COC[C@H](O)CN2C(=O)c2ccc(F)cc2)O1)NCc1cccc(F)c1	-1.0

Four of the compounds above, with each value named.
> O=C(C[C@H]1C=C[C@H](NS(=O)(=O)c2ccc(F)cc2)[C@@H](CO)O1)N1CCC(Cc2ccccc2)CC1
  TcdB GH inh = -2.5
> CN(C)C(=O)C[C@H]1C[C@@H]2c3cc(NC(=O)c4ccc5c(c4)OCO5)ccc3O[C@@H]2[C@H](CO)O1
  TcdB GH inh = 1.4
> O=C(N[C@@H]1CC[C@@H](CCNS(=O)(=O)c2ccc(Cl)cc2)O[C@@H]1CO)c1cccc(F)c1
  TcdB GH inh = 1.3
> C[C@@H]1CCCCO[C@@H](CN(C)C(=O)CCCN(C)C)[C@H](C)CN([C@@H](C)CO)C(=O)c2cc(NC(=O)C3CCCCC3)ccc2O1
  TcdB GH inh = 0.0

(cont.)
SMILES	TcdB GH inh
CS(=O)(=O)Nc1ccc2c(c1)[C@@H]1C[C@@H](CC(=O)NCCN3CCCCC3)O[C@@H](CO)[C@@H]1O2	-0.1
CC(C)[C@@H]1COCc2cn(nn2)CC[C@H](Cc2ccccc2)C(=O)N1	-0.5
Cc1noc(C)c1NC(=O)N(C)C[C@@H]1Oc2c(NC(=O)C3CC3)cccc2C(=O)N([C@@H](C)CO)C[C@H]1C	0.6
CN(C)C(=O)c1ccc(-c2ccc([C@H]3[C@H](CO)N4CCCCN(CCC(F)(F)F)C[C@@H]34)cc2)cc1	-5.7
CO[C@@H]1CN(C)C(=O)c2cc(NC(=O)C3CC3)ccc2OC[C@@H](C)N(C(=O)c2cccnc2)C[C@@H]1C	-1.8
O=C(NCC[C@@H]1CC[C@@H](NS(=O)(=O)c2ccccc2)[C@H](CO)O1)c1cc(Cl)cc(Cl)c1	0.7
C[C@H](CO)N1C[C@H](C)[C@@H](CN(C)CC2CCCC2)Oc2ncc(C#CCc3ccccc3)cc2C1=O	0.4
CN1c2ccc(C#Cc3cccnc3)cc2[C@H]2[C@H](CCN2C(=O)C2CCCCC2)[C@@H]1CO	-3.3
C/C=C/c1ccc2c(c1)O[C@H](CN(C)CC1CCOCC1)[C@@H](C)CN([C@@H](C)CO)S2(=O)=O	-10.8
C[C@@H]1CN([C@H](C)CO)S(=O)(=O)c2ccc(-c3cccnc3)cc2O[C@H]1CN(C)C(=O)c1cccc(F)c1	0.0
O=C1CN(S(=O)(=O)Cc2ccccc2)C[C@H]2[C@H](c3ccc(C#Cc4ccc(F)cc4)cc3)[C@@H](CO)N12	0.6
C[C@H]1CN([C@@H](C)CO)S(=O)(=O)c2ccc(C#Cc3ccccc3F)cc2O[C@H]1CN(C)CC1CCOCC1	1.0
C[C@@H]1CN([C@H](C)CO)C(=O)c2cc(NS(=O)(=O)c3ccc(F)cc3)ccc2O[C@@H](C)CCCCO[C@H]1CN(C)Cc1ccncc1	0.6
O=C(C[C@@H]1CC[C@@H]2[C@H](COC[C@H](O)CN2C(=O)c2cccnc2)O1)NCc1ccccc1	0.0
C=CC1c2ccccc2/C=C(C(=O)OC)\C(C(=O)OC)=C/N1Cc1ccc(OC)cc1 (stereo unspecified)	0.4
CNC[C@@H]1OCCCC[C@@H](C)Oc2ccc(NS(=O)(=O)c3cn(C)cn3)cc2C(=O)N([C@H](C)CO)C[C@@H]1C	-6.4
C[C@H](CO)N1C[C@H](C)[C@H](CN(C)C(=O)Nc2cccc3ccccc23)Oc2ccc(NC(=O)CCC(F)(F)F)cc2C1=O	-0.6
COc1ccc(CN(C)C[C@H]2OCCCC[C@H](C)Oc3ccc(NC(=O)Nc4ccc(F)cc4)cc3C(=O)N([C@@H](C)CO)C[C@@H]2C)cc1	1.7
Cc1noc(C)c1NC(=O)Nc1ccc2c(c1)C(=O)N([C@@H](C)CO)C[C@@H](C)[C@@H](CN(C)S(=O)(=O)c1ccc(Cl)cc1)OCCCC[C@H](C)O2	0.9
CC=Cc1ccc2n(c1=O)C[C@H]1N[C@@H]2[C@@H](C(=O)NC2CCCC2)[C@@H]1CO (mixture of isomers)	0.1
C[C@@H]1CN([C@H](C)CO)C(=O)c2cc(NS(=O)(=O)c3ccccc3)ccc2O[C@@H]1CN(C)Cc1ccc(Cl)c(Cl)c1	-0.1
CO[C@@H]1CN(C)C(=O)c2ccc(NC(=O)c3ccc(F)cc3)cc2OC[C@H](C)N(C(=O)CC2CC2)C[C@@H]1C	0.7
N#C[C@H]1[C@@H](c2ccc(-c3ccncc3)cc2)[C@@H](CO)N1C(=O)Cc1ccccc1	-0.3
COc1ccc2c3c(n(C)c2c1)[C@@H](CO)N(C(=O)C1CCC1)CC31CCN(C(=O)Nc2cccc(F)c2)CC1	0.9
C[C@H](CO)N1C[C@H](C)[C@@H](CN(C)C(=O)Nc2ccc3c(c2)OCO3)Oc2ccc(NC(=O)C3CC3)cc2CC1=O	1.5
C[C@@H]1CN([C@@H](C)CO)C(=O)Cc2cc(NC(=O)NC3CCCCC3)ccc2O[C@H]1CN(C)C(=O)Nc1cccc2ccccc12	0.7
C[C@@H]1CN([C@H](C)CO)C(=O)c2cc(NC(=O)Nc3ccc4c(c3)OCO4)ccc2O[C@H]1CN(C)CC1CCCCC1	-1.4
C[C@H]1CN([C@@H](C)CO)C(=O)c2cc(NC(=O)C3CCCCC3)ccc2O[C@@H]1CN(C)C(=O)Nc1ccc2c(c1)OCO2	0.8
C[C@@H]1CCCCO[C@@H](CN(C)C)[C@H](C)CN([C@H](C)CO)C(=O)c2cc(NC(=O)Nc3ccc4c(c3)OCO4)ccc2O1	-1.0
C[C@@H]1CN([C@H](C)CO)C(=O)c2cccc(NS(C)(=O)=O)c2O[C@@H]1CN(C)Cc1ccc(-c2ccccc2)cc1	0.7
CCCNC(=O)N1CC2(C1)[C@H](c1ccccc1)[C@H](CO)N2C(=O)C1CCC1	-1.6
C[C@H](CO)N1C[C@H](C)[C@H](CN(C)Cc2ccncc2)OCCCC[C@H](C)Oc2ccc(N(C)C)cc2C1=O	-25.9
Cc1cc(C(=O)Nc2cccc3c2O[C@H](CN(C)S(=O)(=O)c2c(C)noc2C)[C@H](C)CN([C@H](C)CO)C3=O)n(C)n1	0.3
O=C(N[C@H]1C=C[C@H](CC(=O)N2CCCCC2)O[C@H]1CO)c1cccc(F)c1	-5.5
C[C@@H]1CN([C@H](C)CO)S(=O)(=O)c2ccc(C#CC3CC3)cc2O[C@H]1CN(C)C(=O)Cc1ccncc1	0.9
COCC(=O)Nc1ccc2c(c1)OC[C@@H](C)N(C(=O)CC1CC1)C[C@H](C)[C@@H](OC)CN(C)C2=O	-1.2

From PubChem

Not all compounds are listed. The share of hits here may be higher or lower than overall.
